# HER2 expr 66K – Her2 kinase expression inhibition; P04626; SKBR-3 HER2 protein level, AlphaScreen, 18-24 h; stronger effect = lower value; HER2 level % of control, % at 10 µM; 65,000 compounds, 0.69% hits;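 active means HER2 level under 5% of the carrier-only control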;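 further: 100% = DMSO carrier and 0% = 500 nM PU-H71 HSP90 inhibitor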
# Fluor 339 460 – intrinsic fluorescence of library compounds, ex339/em460 – biochemical, MLSMR library, data from DPM-DC assay, artefact control, profiling panel. compound autofluorescence, ex339/em460 nm, NADH buffer; stronger effect = higher value; 1 = no-compound wells, NADH background. fluorescence fold increase at 10 µM. 65,000 compounds, 5.5% hits. AID 709;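 active means at 10 µM, mean starting fluorescence two-fold or more over control wells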;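 further: signal is the first read of a kinetic run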
# MMP-13 inhibitor – blocks human MMP13 activity; P45452; MMP-13 fTHP FRET cleavage, Mca fluorescence; inhibition, % at 4 µM; 65,000 compounds, 0.07% hits;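 active means inhibition above the mean of compound-free control plate wells plus 3 SD, cut at about 14% in these data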;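 further: 0% = DMSO wells and 100% = wells with reference MMP-13 inhibitor after basal subtraction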
# 5-HT1A blocker – blocks the human serotonin 5-HT1a receptor | 62,000 compounds, 0.68% hits | CHO 5-HT1a Ga15 NFAT-bla reporter, antagonist mode | inhibition, % at 10 µM | P08908;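 active means inhibition above the mean of all tested compounds plus 3 SD, cut at about 43% in these data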;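 further: receptor stimulated by 5-CT agonist at 100 nM near EC80; beta-lactamase reporter measured by ratiometric fluorescence of a cleavable substrate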
# 5HT1E ag – 5-HT1E (human) receptor agonism; P28566; CHO 5-HT1E Ga15 NFAT-bla reporter, FRET; 0% DMSO wells, 100% control agonist wells; activation, % at 6 µM; 65,000 compounds, 0.69% hits; AID 574;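 active means activation above a set limit, the screen-wide mean activation plus 3 SD, cut at about 8.5% in these data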;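 further: 100% = positive control agonist at 1 µM giving full maximal response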
# S1P3 ag – agonists of human S1P3 receptor. 60,000 compounds, 0.1% hits. activation, % at 4.5 µM. S1P3 NFAT-BLA reporter cells, agonism, FRET ratio; relative to 1 µM S1P, basal subtracted. AID 373. Q99500;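 active means activation above the screen-wide mean plus 3 SD, cut at about 4.5% in these data, passing the limit was not always enough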; further: some compounds called inactive have numbers as strong as hits
# Target sequence (Q99500 whole entry, looked up): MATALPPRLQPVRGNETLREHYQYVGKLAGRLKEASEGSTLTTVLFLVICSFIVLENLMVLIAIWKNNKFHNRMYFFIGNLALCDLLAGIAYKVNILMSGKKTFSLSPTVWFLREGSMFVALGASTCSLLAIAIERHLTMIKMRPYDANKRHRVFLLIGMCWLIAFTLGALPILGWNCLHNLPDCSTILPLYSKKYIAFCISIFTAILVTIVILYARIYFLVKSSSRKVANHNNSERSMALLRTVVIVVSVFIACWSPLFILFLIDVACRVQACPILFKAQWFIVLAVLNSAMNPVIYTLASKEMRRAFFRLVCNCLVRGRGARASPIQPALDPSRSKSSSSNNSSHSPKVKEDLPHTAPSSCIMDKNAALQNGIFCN
#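 Benchmarks: high control 1 µM S1P / System: stable CHO line with human S1P3, Gα16, NFAT-BLA reporter / Dosing: single compound concentration, 4.5 µM final / Timing: 4 h compound at 37 °C, 2 h substrate at RT / Measured by: FRET β-lactamase substrate fluorescence, excitation 405 nm, 460/535 nm emission ratio, background-subtracted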
# Abs 340nm – absorbance at 340 nm | compound absorbance at 340 nm, fold over control | fold change at 10 µM | AID 708 | 65,000 tested, under 10 active;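 active means at 10 µM dose, initial 340 nm absorbance at least 2 fold that of control wells; inactive means change under 2 fold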;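 further: initial absorbance extrapolated from kinetic A340 decline of NADH oxidation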
# 5HT1E antag – blocks the human 5-HT1E serotonin receptor. 65,000 compounds, 0.99% hits. CHO 5-HT1E Ga15 NFAT-bla reporter, FRET, antagonist. P28566. inhibition, % at 6 µM;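 active means inhibition above a set limit, the mean inhibition across every tested compound plus 3 SD, cut at about 29% in these data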;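 further: signal is the 460 over 535 nm emission ratio of beta-lactamase substrate; 0% = agonist plus DMSO wells and 100% = wells without agonist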
# S1P1 ag-PAM – agonists and agonism potentiators of human S1P1 receptor; 56,000 compounds, 0.57% hits; S1P1 CRE-bla cells, forskolin, beta-lactamase FRET, potentiator mode; S1P1 agonist co-added at EC20, 2 nM; 100% = saturating reference agonist, 0% = basal; activation, % at 9.5 µM;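 active means activation above a cutoff set at the mean activation of all tested compounds plus 3 SD, cut at about 54% in these data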;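 further: forskolin at 4 µM as EC80 and the EC20 agonist is SEW2871; 100% = SEW2871 at its EC100 plus forskolin at EC80; some compounds past the cut are filed as inactive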
# Target sequence (P21453 whole entry, looked up): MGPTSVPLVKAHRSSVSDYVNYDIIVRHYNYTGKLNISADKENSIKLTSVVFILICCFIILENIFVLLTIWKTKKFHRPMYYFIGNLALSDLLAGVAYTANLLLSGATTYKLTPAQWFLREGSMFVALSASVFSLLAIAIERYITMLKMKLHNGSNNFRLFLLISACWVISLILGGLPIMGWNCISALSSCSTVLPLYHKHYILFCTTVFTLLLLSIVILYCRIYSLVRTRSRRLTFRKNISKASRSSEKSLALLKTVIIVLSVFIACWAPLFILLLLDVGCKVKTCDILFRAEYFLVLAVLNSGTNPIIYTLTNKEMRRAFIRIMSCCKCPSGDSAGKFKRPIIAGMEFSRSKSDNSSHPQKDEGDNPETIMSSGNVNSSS
# * = called active by the depositor; i = inactive; . = no result given; [ ] = another dose, or the depositor's remark.
SMILES,HER2 expr 66K,Fluor 339 460,MMP-13 inhibitor,5-HT1A blocker,5HT1E ag,S1P3 ag,Abs 340nm,5HT1E antag,S1P1 ag-PAM
COc1ccc(-c2cc(C(=O)OCC(=O)N(C)C)c3ccccc3n2)cc1,97,2.5*,-67[fluorescence artefact?],12,0.1,1.3,1.1,6,6
COc1ccc(CNc2oc(-c3cccc4ccccc34)nc2C#N)cc1,73,3*,i[fluorescence artefact?],-16,1.7,0.0,1,9,-96
CCCn1nnc(NC(=O)c2cc(Br)ccc2OC)n1,113,1.1,-2,14,-0.5,-1.0,1.1,3,-19
O=C(COC(=O)c1cccs1)Nc1ccccc1,68,1.1,2,-2,0.0,.,1.1,-11,.
O=C(c1ccsc1)N1CCN(C(=O)c2cccs2)CC1,61,1.1,-6,-3,-0.2,.,1,19,.
CCn1cc(C(=O)NCc2cccs2)c(=O)c2ccc(C)nc21,140,1.1,1,-2,-0.1,-0.9,1,-1,-22
COc1ccc(-n2ccsc2=S)cc1,96,1,1,10,-1.2,-0.3,1,-9,-3
Cc1cc(C(=O)Nc2ccccc2C#N)n(-c2ccccc2)n1,92,1,3,0,0.8,-0.3,0.99,-7,-2
O=C(CC1(O)C(=O)N(Cc2ccc3c(c2)OCO3)c2ccccc21)c1ccccc1 (configuration not stated),107,1,2,0,0.0,-0.2,0.98,-9,1
CCOc1ccc2cc(C#N)c(SCC(=O)N3CCOCC3)nc2c1,109,2.7*,-23,3,1.0,-1.0,1,-10,15
O=C(CCC(=O)c1cccs1)OCC(=O)N1CCN(C(=O)c2ccco2)CC1,111,1.1,0,2,0.1,-0.3,0.99,4,-10
Cc1ccc2c(c1)CCCN2C(=O)c1ccncc1,114,1.1,1,8,-0.2,-0.6,1.1,4,10
O=C1O/C(=C\C(=O)N2CCOCC2)c2ccccc21,103,1.1,-2,-6,0.6,-1.6,1,3,11
CCc1ccccc1S(=O)(=O)Cc1ccc(C(=O)N2CCN(c3ccccc3OC)CC2)o1,41,0.88,1,-21,1.5,0.0,1,-11,-7
O=C(NCC1CCCO1)C(C(=O)c1ccc(F)cc1)n1ccccc1=O (configuration not stated),90,1.4,4,17,-0.7,-2.1,1.1,-8,1
Cc1csc(NC(=O)CSc2nnc(Cn3c(=O)sc4ccccc43)n2-c2ccccc2)n1,77,1.1,0,5,0.1,-0.3,1.1,1,-7
N=c1n(Cc2ccccc2)c2ccccc2n1CC(O)c1ccco1 (configuration not stated),77,1,1,13,-0.4,-0.1,1,0,-1
COCCOC(=O)c1c(C)nc(SCC(=O)Nc2ccc(C)cc2)c(C#N)c1-c1ccco1,64,1,2,.,-0.3,-3.1,1,25,-24
CCOc1ccc2nc(NC(=O)CS(=O)(=O)c3ccccc3)sc2c1,89,1.1,2,-19,0.6,0.5,1.1,-17,.
Cc1ccc(-c2cc(C(=O)N3CCN(c4ncccn4)CC3)c3ccccc3n2)cc1,98,1.3,-4,-7,0.0,-1.7,1.1,-1,-19
O=C(CSc1nnnn1C1CCCC1)N1CCCc2ccccc21,74,1.1,-3,-14,0.8,1.3,0.97,-7,8
Cc1ccc(-c2cc(C(F)(F)F)n3nc(C(=O)N4CCCC4)cc3n2)cc1,101,1.4,6,-18,0.8,-0.3,1,3,.
O=C(N=c1nc2ccccn2s1)c1ccccc1,29,0.08,4,14,0.4,.,1.2,4,.
CCCCCNC(=O)c1ccc2c(=O)[nH]c3c(C(=O)NCC4CCCO4)sc(=S)n3c2c1 (configuration not stated),101,1.1,4,-1,-0.2,-0.2,1.1,-5,-24
CCOC(=O)c1cnn2c(C(F)(F)F)cc(-c3ccccc3)nc12,75,2.2*,-21,-2,0.4,0.5,1.1,-12,.
COC(=O)c1ccccc1NC(=O)Cn1c(-c2nonc2N)nc2ccccc21,68,1.1,2,74*,-1.4,-1.5,1,81*,20
COc1ccc(-n2c(C)cc(C(=O)CSc3nnc(-c4cccs4)o3)c2C)cc1,86,1.1,-13,15,-0.6,0.2,1,-3,114*
O=C(NCCCn1ccnc1)c1cnn2c1NC(c1ccccc1)CC2C(F)(F)F (configuration not stated),95,1,3,-12,-1.1,-0.7,0.99,-2,-11
CCCC(=O)c1ccc(N2CCN(S(=O)(=O)c3ccccc3)CC2)c(F)c1,92,1.1,1,-17,0.6,-2.1,1.1,3,11
CCOC(=O)CSc1nnc(CNC(=O)c2ccccc2OC)n1-c1ccc(OC)cc1,96,1,2,5,-0.7,-0.3,1,-1,11
COc1ccc(C2C(C(=O)Nc3cccc(C)n3)c3ccccc3C(=O)N2C)cc1 (configuration not stated),101,1.1,3,0,0.8,.,0.97,-4,.
CCOC(=O)c1[nH]c2ccc(OC)cc2c1NC(=O)CN1CCSCC1,75,3.9*,-110[fluorescence artefact?],0,-0.3,-0.4,1.1,17,1
COCCCNC(=O)CCn1c(=O)c2ccccc2n(CC(=O)Nc2ccccc2C)c1=O,83,1.1,-2,-5,0.9,-0.4,1,-13,-12
CCCn1c(N)c(C(c2ccc(C(=O)OC)cc2)N2CCN(c3ccccc3)CC2)c(=O)[nH]c1=O (configuration not stated),95,0.99,2,-4,5.3,0.5,1,-1,3
COC(=O)c1ccc(OCC(=O)Nc2nn(-c3ccccc3)nc2C(N)=O)cc1,79,2.2*,-11,-6,0.7,-1.2,1,-9,-17
CC1(C)CC(=O)c2cc(OCC(=O)NCc3cccnc3)ccc2O1,79,5.1*,-113[fluorescence artefact?],-5,0.4,0.0,1,0,-18
CCOC(=O)c1[nH]c2ccc(Br)cc2c1NC(=O)CNC,131,1.1,2,.,-0.5,-0.9,1,2,3
Cc1ccc(CCN2CC(C(=O)NCc3cccnc3)CC2=O)cc1 (configuration not stated),105,1.1,-6,-5,0.5,0.1,1,-5,-19
CCOC(=O)c1cnc(SCC(=O)Nc2nc(C)c(C)s2)nc1N,97,1.1,-2,-3,0.9,-0.2,1,13,-19
CC(=O)c1ccc(OCC(C)C)c(CN2CCCCC2)c1,102,1,-4,9,-0.8,0.2,0.98,5,-6
CCOC(=O)Nc1sc2c(c1C#N)CCC(C)C2 (configuration not stated),93,1.1,3,13,1.1,-0.8,1,14,-16
O=C(NCc1ccc2c(c1)OCO2)C1CC(=O)N(C2CCCCCCC2)C1 (configuration not stated),120,1.1,-4,-17,-0.9,0.2,1,-6,103
CCOC(=O)N1CCN(C(=O)c2ccc3c(=O)n(CCc4ccccc4)c(=O)[nH]c3c2)CC1,132,1.2,-2,-7,0.6,.,1,-2,.
O=C(CSC1=NS(=O)(=O)c2ccccc21)Nc1ccccc1,89,1.1,6,12,0.5,-0.7,1.1,4,-13
Cc1ccc2c(c1)N(CCC(=O)NCCCOC(C)C)C(=O)C(C)O2 (configuration not stated),84,1.1,6,0,-0.2,-1.7,0.96,0,0
O=C(C1CCCCC1)N1CCN(S(=O)(=O)c2ccc(Cl)cc2)CC1,88,1,0,-8,-0.6,0.3,0.98,-4,7
COC(=O)Cc1cc(=O)[nH]c(/N=C(/NC(=O)c2ccccc2)Nc2ccccc2C)n1,84,1.1,2,-11,1.3,0.0,1.1,-6,-45
CCOC(=O)CNC(=O)CSc1nnc(-c2cccc(C)c2)n1-c1ccc(OC)cc1,109,1.1,5,-2,-0.8,-0.9,1,2,-12
CC(C)C1N=C2c3ccccc3N=C(SCC(=O)c3ccc(O)c(O)c3)N2C1=O (configuration not stated),91,1.2,0,0,-0.6,-1.1,1.1,11,14
Cc1ccc(C(=O)c2coc3ccc(OCC(=O)O)cc23)cc1,94,1,4,-1,-0.6,-0.9,1.1,-1,-13

# Remaining list, next part.
SMILES,HER2 expr 66K,Fluor 339 460,MMP-13 inhibitor,5-HT1A blocker,5HT1E ag,S1P3 ag,Abs 340nm,5HT1E antag,S1P1 ag-PAM
CCOC(=O)Nc1oc2ccccc2c(=O)c1CN1CCOCC1,90,2.2*,-4,2,-0.4,-0.2,1,27,4
COP(C)(=O)c1c(C)nn(-c2ccccc2)c1C (configuration not stated),74,1.1,4,3,-0.1,.,0.98,1,.
CCOC(=O)c1[nH]c2cc(OC)c(OC)cc2c1NC(=O)CN(C)C1CCCCC1,90,3.7*,-95[fluorescence artefact?],-2,1.2,0.1,1.1,4,-11
CCCCSc1nnc(-c2ccc(C)cc2)o1,100,1.1,2,-11,-0.3,-0.5,1,5,.
O=C1CCC(=O)N1c1ccc(CSc2nc3ccccc3[nH]2)cc1,129,1.1,-14,-9,-0.5,0.4,1,10,-15
O=C(CCN1CCN(c2ccccc2F)CC1)Nc1ccccc1F,117,1.1,1,32,0.7,-1.1,0.92,-7,-24
Cc1[nH]nc2nc3c(c(OC(=O)c4ccccc4)c12)c(=O)n(C)c(=O)n3C,.,1.1,-1,-11,-0.1,-0.8,1.1,7,7
Cc1csc(Cn2c(CN(C)C)nc3ccccc3c2=O)n1,107,1,-2,2,-0.1,1.1,1,1,23
O=C(CN1CCOCC1)NC1CC2CCC1C2 (configuration not stated),79,1.1,5,-12,0.3,-0.9,1,-7,-27
Cc1ccc(-c2noc(CCC(=O)Nc3cccc(C#N)c3)n2)cc1,96,1.1,2,-1,0.5,-0.9,0.99,5,-34
Cc1nc2cccc(C(=O)NC3CCCCC3)c2o1,131,1.1,9,-9,0.5,0.6,0.97,0,1
O=C(CCS(=O)(=O)Cc1ccccc1)NCC1CCCO1 (configuration not stated),55,1.1,1,4,-0.1,-0.6,1,6,.
COc1ccc(-n2nnnc2SCC(=O)c2cc3ccccc3o2)cc1,81,1.1,2,5,-0.8,-0.9,1,6,17

# Gathered by group: those above with a halogen.
SMILES,HER2 expr 66K,Fluor 339 460,MMP-13 inhibitor,5-HT1A blocker,5HT1E ag,S1P3 ag,Abs 340nm,5HT1E antag,S1P1 ag-PAM
CCCn1nnc(NC(=O)c2cc(Br)ccc2OC)n1,113,1.1,-2,14,-0.5,-1.0,1.1,3,-19
O=C(NCC1CCCO1)C(C(=O)c1ccc(F)cc1)n1ccccc1=O (configuration not stated),90,1.4,4,17,-0.7,-2.1,1.1,-8,1
Cc1ccc(-c2cc(C(F)(F)F)n3nc(C(=O)N4CCCC4)cc3n2)cc1,101,1.4,6,-18,0.8,-0.3,1,3,.
CCOC(=O)c1cnn2c(C(F)(F)F)cc(-c3ccccc3)nc12,75,2.2*,-21,-2,0.4,0.5,1.1,-12,.
O=C(NCCCn1ccnc1)c1cnn2c1NC(c1ccccc1)CC2C(F)(F)F (configuration not stated),95,1,3,-12,-1.1,-0.7,0.99,-2,-11
CCCC(=O)c1ccc(N2CCN(S(=O)(=O)c3ccccc3)CC2)c(F)c1,92,1.1,1,-17,0.6,-2.1,1.1,3,11
CCOC(=O)c1[nH]c2ccc(Br)cc2c1NC(=O)CNC,131,1.1,2,.,-0.5,-0.9,1,2,3
O=C(C1CCCCC1)N1CCN(S(=O)(=O)c2ccc(Cl)cc2)CC1,88,1,0,-8,-0.6,0.3,0.98,-4,7
O=C(CCN1CCN(c2ccccc2F)CC1)Nc1ccccc1F,117,1.1,1,32,0.7,-1.1,0.92,-7,-24

# Screening data deposited in PubChem by several laboratories.
